PKM2 act: increases activity of human pyruvate kinase M2; Potency, µM (series often up to 57.5 µM), for inactives: at the top dose activation, actives largely listed as activators; hit rate 0.34% among 260,000; purified PKM2, Kinase-Glo ATP luminescence, activation; response scale: 0% is enzyme alone, no compound; also: potency is read from the fitted curve at half-maximal effect; nearly all actives have a fitted effect of over 55% in size
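ATP formation by purified human PK-M2, quantified via coupled luciferase luminescence after 1 h at room temperature with 0.1 mM ADP and 0.5 mM PEP final.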
uPA generation: cell surface uPA generation inhibition; cell surface uPA generation assay, qHTS; Potency, µM (titrated, usually from 38.3 µM), inactives show at the top dose activity change, negative = inhibition, usual class: inhibitors; hit rate 0.31% among 330,000; active = well fitted inhibition curve with a large enough effect; inconclusive = small, poorly fitted or top-dose-only effect; inactive = no such curve, though single readings can be large or run the other way; tested in mouse RAW 264.7 cells; also: potency is read from the fitted curve at half-maximal effect; nearly all actives have a fitted effect of over 55% in size
Coupling enz: counter-screen for Giardia aldolase inhibitors: coupling enzyme system | AID 2472 | activity change, negative = inhibition, % at 58.2 µM, hits read low | coupling enzyme system counterscreen, AmpLite Red fluorescence | hit rate 0.67% among 290,000; in the data active = activity change below about -30%
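Counterscreen of the coupled detection system alone, without aldolase: glyceraldehyde-3-phosphate coupling enzymes plus AmpLite Red readout. Compounds at 57.5 uM final, 10 min RT preincubation, 20 min RT reaction, fluorescence 525/598 nm.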
BCR signal inh: inhibitors of chronic active B-cell receptor signaling. Potency, µM (highest dose often 46.1 µM), for the others: at the top dose ratio change, negative = lower green/red ratio, hits mostly inhibitors. hit rate 0.05% among 340,000. AID 493014. ABC-DLBCL IkBa-CBG/CBR reporter, luminescence ratio, 4 h; active = well fitted inhibition curve with a large enough effect in the signal ratio, with a control signal flat, not every such curve was filed as active; inconclusive = small, poorly fitted or top-dose-only effect, or effect the other way, or a change in a side signal; the % refers to the signal ratio;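 also: potency is read from the fitted curve at half-maximal effect; plate controls were basal doxycycline-induced cells for no effect and cells given 10 µM MG132 for full effect; MG132 reads +100%, hits lower the ratio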
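Doxycycline induced both beetle luciferases in TMD8 lymphoma cells; IKK-driven degradation limits the IkappaBalpha-fused green signal, while red luminescence normalises for cell number and nonspecific effects. Compounds tested up to 46 uM, 4 hrs.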
USP2a inh: inhibitors of human ubiquitin-specific protease USP2a; O75604; USP2 core, Ub-CHOP2 coupled fluorogenic reporter, 485/531; Potency, µM (series often up to 38.3 µM), inactives show at the top dose activity change, negative = inhibition, actives largely listed as inhibitors; hit rate 0.01% among 330,000;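 also: potency is read from the fitted curve at half-maximal effect; plate controls were DMSO wells for no effect and full inhibition by NEM control for full effect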
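Cell-free coupled assay: 10nM USP2 core preincubated 30min RT with compound in Tris-HCl pH 8.0/CaCl2/CHAPS buffer, then 25nM Ub-CHOP2 and 25nM reporter substrate; fluorescence (Ex 485/Em 531) read after 60min RT, normalized to NEM inhibition, concentration-response curves fitted.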
KCNH2 WT inh: blocks the wildtype human KCNH2 potassium channel; AID 720551; hit rate 0.37% among 340,000; U2OS, BacMam KCNH2, thallium flux FluxOr; active compounds read low; activity change, % at 1.84 µM;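 active = maximum activity change below -70%; inconclusive = maximum activity change between -70% and -50%; inactive = maximum activity change above -50%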
Target sequence (Q12809 whole entry, looked up): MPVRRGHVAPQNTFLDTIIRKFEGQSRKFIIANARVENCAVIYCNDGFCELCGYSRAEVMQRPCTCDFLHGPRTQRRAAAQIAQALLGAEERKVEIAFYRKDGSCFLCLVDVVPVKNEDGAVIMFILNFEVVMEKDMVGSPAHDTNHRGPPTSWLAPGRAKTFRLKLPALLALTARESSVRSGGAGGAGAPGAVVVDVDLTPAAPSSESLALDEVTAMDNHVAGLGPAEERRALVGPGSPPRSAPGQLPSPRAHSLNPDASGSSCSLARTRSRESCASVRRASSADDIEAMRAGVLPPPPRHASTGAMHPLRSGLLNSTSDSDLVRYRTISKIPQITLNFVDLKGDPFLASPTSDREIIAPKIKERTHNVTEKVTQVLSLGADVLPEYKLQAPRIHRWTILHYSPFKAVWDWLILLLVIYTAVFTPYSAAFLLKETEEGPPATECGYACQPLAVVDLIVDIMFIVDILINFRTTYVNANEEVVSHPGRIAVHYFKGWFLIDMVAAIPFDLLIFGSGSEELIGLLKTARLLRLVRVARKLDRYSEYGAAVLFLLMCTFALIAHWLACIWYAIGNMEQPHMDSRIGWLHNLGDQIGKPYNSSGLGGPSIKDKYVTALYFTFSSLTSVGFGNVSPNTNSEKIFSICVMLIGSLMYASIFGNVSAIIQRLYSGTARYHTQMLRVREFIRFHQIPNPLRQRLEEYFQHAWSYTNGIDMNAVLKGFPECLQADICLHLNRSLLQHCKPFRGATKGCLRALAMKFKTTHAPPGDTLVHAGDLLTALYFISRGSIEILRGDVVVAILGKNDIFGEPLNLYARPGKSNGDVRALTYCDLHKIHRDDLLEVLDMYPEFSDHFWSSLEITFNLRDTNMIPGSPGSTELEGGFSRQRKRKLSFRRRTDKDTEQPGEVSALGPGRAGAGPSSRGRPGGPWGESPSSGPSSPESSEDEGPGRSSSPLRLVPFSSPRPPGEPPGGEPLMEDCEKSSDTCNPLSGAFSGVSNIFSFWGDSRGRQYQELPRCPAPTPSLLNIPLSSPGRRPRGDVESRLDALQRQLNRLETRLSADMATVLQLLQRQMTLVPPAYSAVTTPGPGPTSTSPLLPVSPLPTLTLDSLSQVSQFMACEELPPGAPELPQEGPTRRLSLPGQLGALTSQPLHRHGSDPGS
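U2OS cells were transduced with wild-type KCNH2 virus (2.03 x 10^8 / mL) for 4 h at room temperature, then cultured overnight at 37 C. Thallium flux was read with FluxOr dye. Rate constants were normalized to DMSO controls.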
B2AR arrestin: recruits beta-arrestin to the human beta2-adrenergic receptor; P07550; beta-arrestin recruitment to beta2AR, cell-based reporter; Potency, µM (highest dose often 46.1 µM), for inactives: at the top dose activation, hits mostly activators; hit rate 0.02% among 330,000; AID 492947;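 also: potency is read from the fitted curve at half-maximal effect; 0% = DMSO controls and full agonism = EC100 isoproterenol or metaproterenol; nearly all actives have a fitted effect of over 65% in size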
GALK inh: blocks human galactokinase activity; Potency, µM (doses to about 57.5 µM), inactives show top-dose activity change, negative = inhibition, hits mostly inhibitors; P51570; hit rate 0.007% among 270,000; Purified GALK, Kinase-Glo residual ATP luminescence; also: potency is read from the fitted curve at half-maximal effect
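Human GALK (5 nM) with 35 uM ATP and 100 uM galactose in 20 mM HEPES pH 8.0, 5 mM MgCl2, 60 mM NaCl, 1 mM DTT, 0.01% BSA. After 1 h at room temperature, leftover ATP was read by Kinase-Glo Plus luminescence.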
Eya2 phos inh: Eya2 (human) phosphatase inhibition. Potency, µM (series often up to 76.9 µM), without a hit: at the highest dose activity, negative = inhibition, hits mostly inhibitors. recombinant Eya2, OMFP fluorescence dephosphorylation (OMFP is methylfluorescein phosphate). hit rate 0.006% among 330,000; also: potency is read from the fitted curve at half-maximal effect
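Eya2 protein (added as 0.2 uM solution) was preincubated with compound for 10 min at ambient temperature in 50 mM HEPES pH 7.5, 50 mM NaCl, 5 uM MgCl2, 0.05% BSA, 1 mM DTT. OMFP (added at 50 uM) then reacted 10 min; fluorescence read at 485/525 nm.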
Giardia kill: kills Giardia lamblia; Giardia lamblia trophozoite viability; activity change, % at 7.66 µM, hits read low; hit rate 0.15% among 340,000; AID 540267; in the data active = activity change below about -80%; inconclusive = between about -30% and that limit;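 also: parasites exposed to compound for two days anaerobically before the ATP read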
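Media and compound were dispensed first, then trophozoites at 100 cells/well; plates sat 48 hrs at 37 deg C without oxygen before ATP luminescence reagent was added and read after 15-30 min at room temperature.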
KCNH2 3.1 inh: KCNH2 3.1 (human) potassium channel inhibition; hit rate 0.95% among 340,000; AID 720553; activity change, % (tested at about 1.8 µM); U2OS KCNH2 3.1, thallium flux FluxOr; active compounds read low;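 active = maximum activity change below -70%; inconclusive = maximum activity change from -70% to -50%; inactive = maximum activity change above -50%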;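 also: thallium influx rate constant from kinetic fluorescence after stimulation buffer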
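FluxOr-based Tl+ influx in U2OS cells transduced with KCNH2 3.1 virus; rate constants normalized to DMSO controls.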
* hit, by the source's call; ? = inconclusive; . = no result given; & = joins results of further samples. Unless noted, calls follow the shape of the dose curve; as a rule, active = well fitted curve in the direction sought with a large enough effect; inconclusive = small, poorly fitted or top-dose-only effect, or another doubt; inactive = no such curve, though single readings can be large; an effect the other way counts as inactive or inconclusive. Unless noted, % is scaled to controls: 0 for no effect and ±100 for the full control effect. An unsorted share of the library (roughly 2.4% active in at least one column).

SMILES	PKM2 act	uPA generation	Coupling enz	BCR signal inh	USP2a inh	KCNH2 WT inh	B2AR arrestin	GALK inh	Eya2 phos inh	Giardia kill	KCNH2 3.1 inh
C=CCn1c(SCC(=O)NC2CCCc3ccccc32)nnc1-c1ccncc1 (configuration not stated)	3%	4%	-2	2%	1%	0	-0.9%	2%	0%	24	1
O=C(c1ccc2c(c1)OCO2)N1CCN(c2ccccn2)CC1	3%	0%	3	2%	-2%	0	?	2%	0%	-3	16
O=C(COc1ccccc1F)NNC(=O)c1ccc(N2CCCCC2)c([N+](=O)[O-])c1	-12%	0%	5	?	1%	-3	-0.4%	1%	0%	-7	4
O=C(CN(Cc1cccs1)C(=O)CSc1nnc(COc2ccccc2)o1)NC1CCCCC1	-5%	4%	4	16%	5%	2	-0.4%	-4%	-1%	-22	-4
CCN(CC)C(=S)SCC(=O)c1ccc(F)cc1	0%	4%	4	?	-2%	-7	?	-1%	-7%	-7	-5
COc1cccc(OC)c1OCC(O)CN1CCN(c2ccc(F)cc2)CC1 (configuration not stated)	.	4%	1	8%	1%	5	-0.7%	-4%	-1%	4	-8
C[C@@H]([C@H](O)c1ccccc1)N(C)C(=S)Nc1ccccc1	.	-4%	3	2%	1%	1	-0.8%	3%	-2%	6	-10
CCOC(=O)c1c(S(=O)(=O)NCC(=O)Nc2cc(C)ccc2OC)c(C)n(C)c1C	.	2%	.	-9%&-8%	1%	-1	-0.9%	7%	2%	-19	-10
COc1ccc(-c2ncc(CN3CCC(CO)(Cc4cccc(OC)c4)CC3)cn2)cc1	4%	6%	-1	-14%	-2%	25	4.7%	0%	-5%	4	-9
O=C(NCCCN1CCN(Cc2ccccc2)CC1)c1nnc(Cc2c(F)cccc2Cl)o1	1%	3%	3	2%	3%	2	-0.7%	-1%	5%	13	-11
CCC(=O)Nc1nc(=S)ss1	-32%	0%	4	?	0%	-7	-0.4%	1%	-4%	-4	13
CC(OC(=O)CN(C)S(=O)(=O)c1ccc(Cl)cc1)C(=O)Nc1ncc(Cl)cc1Cl (configuration not stated)	1%	.	1	0%	1%	6	-0.2%	2%	19%	-17	1
CCC(C)Cn1c(S(=O)(=O)O)nc2ccccc21 (configuration not stated)	-2%	0%	3	?	3%	-2	-0.3%	-1%	9%	-9	4
CCOC(=O)c1ccc(N2C(=O)c3n[nH]c(C)c3C2c2ccc(OC)cc2OC)cc1 (configuration not stated)	-3%	-6%	1	?	-17%	4	-0.3%	-3%	-19%	27	-4
COC(=O)C1=CNC=C(C(=O)OC)C1c1ccc(Cl)cc1	-1%	1%	-5	-2%	-1%	-6	0.0%	-2%	11%	-7	-8
COc1ccc(C(C)(C)C)cc1NC(=O)C1CC(=O)N(C2CCCC2)C1 (configuration not stated)	.	4%	.	-14%	0%	-2	-0.3%	.	1%	3	14
Cc1cc2ncc(C(N)=O)cn2n1	-1%	-12%	2	2%	2%	1	-0.2%	16%	-24%	18	7
CCc1cccc(CC)c1NC(=O)COC(=O)CC1c2ccccc2CCN1S(=O)(=O)c1ccccc1 (configuration not stated)	-15%	-3%	3	-11%	-1%	29	-0.6%	0%	7%	18	-19
CS(=O)(=O)N1CCN(c2ccnc3cc(Cl)ccc23)CC1	19%	4%	0	0%	1%	-11	-0.2%	1%	6%	-6	-17
O=C(NCc1cccc(C(F)(F)F)c1)c1ccc2c(c1)OCCO2	1%	5%	0	9%	1%	-8	0.3%	0%	1%	8	-14

By substructure: those above containing a Cl atom.
SMILES	PKM2 act	uPA generation	Coupling enz	BCR signal inh	USP2a inh	KCNH2 WT inh	B2AR arrestin	GALK inh	Eya2 phos inh	Giardia kill	KCNH2 3.1 inh
O=C(NCCCN1CCN(Cc2ccccc2)CC1)c1nnc(Cc2c(F)cccc2Cl)o1	1%	3%	3	2%	3%	2	-0.7%	-1%	5%	13	-11
CC(OC(=O)CN(C)S(=O)(=O)c1ccc(Cl)cc1)C(=O)Nc1ncc(Cl)cc1Cl (configuration not stated)	1%	.	1	0%	1%	6	-0.2%	2%	19%	-17	1
COC(=O)C1=CNC=C(C(=O)OC)C1c1ccc(Cl)cc1	-1%	1%	-5	-2%	-1%	-6	0.0%	-2%	11%	-7	-8
CS(=O)(=O)N1CCN(c2ccnc3cc(Cl)ccc23)CC1	19%	4%	0	0%	1%	-11	-0.2%	1%	6%	-6	-17

(cont.)
SMILES	PKM2 act	uPA generation	Coupling enz	BCR signal inh	USP2a inh	KCNH2 WT inh	B2AR arrestin	GALK inh	Eya2 phos inh	Giardia kill	KCNH2 3.1 inh
COc1ccc([C@H]2CC(=O)C=C(c3ccnc4ccc(Cl)cc34)C2)cc1	.	?	.	-2%	2%	1	0.0%	.	15%	3	-46
CCOC(=O)C(C(=O)Nc1nc2ccccc2s1)C1CCCCC1 (configuration not stated)	0%	0%	1	18%	-1%	-4	0.0%	1%	2%	-23	-11
COc1ccccc1C1=CN(Cc2ccccc2)CCC1=O	.	0%	.	1%	4%	-16	0.2%	.	-16%	-7	17
O=C(CN1C(=O)c2ccccc2C1=O)N1CCN(c2nnc(-c3ccccc3)c3ccccc23)CC1	6%	.	8	-2%	0%	4	-0.3%	-1%	10%	-8	-10
COc1cc(C(=O)OCC(=O)N2CCCC2)cc2c1OCCO2	.	1%	.	?	0%	6	-1.5%	.	17%	-4	6
Cc1ccc(C(=O)O)cc1S(=O)(=O)Nc1ccccc1C(=O)NC1CC1	.	-1%	.	0%	1%	-4	-0.2%	.	12%	18	7
COc1ccc(OC2C(=O)N(Cc3ccc(F)cc3)C2c2cc(OC)c(OC)c(OC)c2)cc1 (configuration not stated)	0%	-3%	-8	16%	0%	-14	-0.3%	0%	3%	4	19
Cc1cc(NCCN2CCOCC2)c2ccc3ccccc3c2n1	1%	11%	3	-4%	5%	-3	-0.4%	5%	0%	4	-16
O=C(c1ccco1)N1CCN(c2ncnc3c(-c4ccccc4)nsc23)CC1	6%	-2%	4	?	0%	-9	0.1%	-1%	14%	-13	1
CCN(CC)c1ccc2cc(C(=O)Nc3ccc(-n4cnnn4)c(OC)c3)c(=O)oc2c1	-1%	.	0	0%	3%	.	-0.5%	-1%	7%	.	.

Ordered by the number under uPA generation (high to low): some entries from above.
canonical_smiles	PKM2 act	uPA generation	B2AR arrestin	GALK inh	Eya2 phos inh
COc1ccccc1C1=CN(Cc2ccccc2)CCC1=O	.	0%	0.2%	.	-16%
O=C(c1ccco1)N1CCN(c2ncnc3c(-c4ccccc4)nsc23)CC1	6%	-2%	0.1%	-1%	14%
COc1ccc(OC2C(=O)N(Cc3ccc(F)cc3)C2c2cc(OC)c(OC)c(OC)c2)cc1 (configuration not stated)	0%	-3%	-0.3%	0%	3%

(cont.)
SMILES	PKM2 act	uPA generation	Coupling enz	BCR signal inh	USP2a inh	KCNH2 WT inh	B2AR arrestin	GALK inh	Eya2 phos inh	Giardia kill	KCNH2 3.1 inh
CNc1ccc(Cl)cc1C(N)=O	-4%	3%	2	5%	4%	4	0.5%	.	1%	-2	12
O=C(Nc1cccc(C(F)(F)F)c1)c1cncs1	.	1%	-2	0%	-5%	10	-0.2%	.	-8%	4	0
CCc1ccc(CN2CCCC(CNC(=O)c3cccc(OC)c3OC)C2)cc1 (configuration not stated)	1%	-1%	0	-2%	-2%	-1	-0.5%	3%	-6%	7	0
Cc1ccc(C(C)C)c(OCC(=O)Nc2ccc3c(c2)nc(CN2CCCC2)n3C)c1	-6%	-8%	1	?	-8%	19	0.0%	0%	-18%	?	-3
CS(=O)(=O)/C(C#N)=C/c1c(-c2ccccc2)nc2n1CCS2	11%	-2%	1	2%	0%	-4	-0.4%	-2%	4%	0	-5
CC(=O)c1cnc(-c2ccccc2)s1	1%	-2%	-1	2%	1%	-4	-0.9%	0%	2%	-11	4
COc1ccc(-c2csc(NC(=O)CSc3ccc(Br)cc3)n2)c(OC)c1	-10%	0%	1	7%	0%	7	-0.9%	1%	1%	-7	-6
COc1ccc2nc(NC(=O)c3cccc(N4C(=O)CCC4=O)c3)sc2c1	.	4.5µM*	.	?	3%	0	-0.1%	.	?	?	10
COc1ccccc1N1CCN(C(=O)C2CCCN(S(=O)(=O)c3ccc4c(c3)oc(=O)n4C)C2)CC1 (configuration not stated)	.	-9%	2	?	1%	5	-0.8%	0%	1%	-6	-2
COC(=O)c1[nH]c2ccc(C)cc2c1NC(=O)C(C)N1CCN(C2CCCCC2)CC1 (configuration not stated)	-2%	2%	0	0%	2%	-44	-0.4%	-6%	-13%	1	?
Cc1ccc(C=Nc2ccc(N(C)C)cc2)o1	-4%	-17%	-22	?	2%	2	11%	15%	-3%	-4	2
CCCCCN(C(=O)CCC(=O)OCCOc1ccc(OCC)cc1)c1c(N)n(CCCC)c(=O)[nH]c1=O	.	-1%	.	-1%	1%	4	0.0%	.	4%	-2	-10
Cc1oc(-c2ccccc2F)nc1CS(=O)(=O)CC(=O)N1CCOCC1	-1%	5%	0	?	0%	6	-2.4%	-4%	-24%	-5	47

Compound activity deposited in PubChem by National Center for Advancing Translational Sciences (NCATS).
